N370S GC mod – inhibitors or activators of N370S glucocerebrosidase for Gaucher disease | N370S GC spleen homogenate, 4MU-glucoside fluorescence | Potency, µM (series often up to 59.4 µM), inactives show top-dose activity change, negative = inhibition, hits mostly inhibitors | 330,000 compounds, 0.092% hits | AID 2101;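 further: 0% = full enzyme activity and -100% = no enzyme basal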
FEN1 inh – inhibitors of human flap endonuclease 1; 390,000 compounds, 0.35% hits; Potency, µM (titrated, usually from 114 µM), for the others: at the top dose activity change, negative = inhibition, actives largely listed as inhibitors; P39748; Recombinant FEN1 flap cleavage, fluorescence, 15 min; further: nearly all actives have a fitted effect of over 65% in size
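Enzyme 10 nM, 15 min RT preincubation with compound; start with substrate 50 nM final; reads at 0 and 15 min; qHTS titration, four-parameter Hill fit.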
KAT2A inh – inhibitors of human GCN5L2 histone acetyltransferase; 390,000 compounds, 0.21% hits; Potency, µM (top dose mostly 58.9 µM), for the others: top-dose activity change, negative = inhibition, hits mostly inhibitors; Q92830; GCN5L2 HAT assay, ThioGlo1 CoA-SH fluorescence
Target sequence (Q92830 whole entry, looked up): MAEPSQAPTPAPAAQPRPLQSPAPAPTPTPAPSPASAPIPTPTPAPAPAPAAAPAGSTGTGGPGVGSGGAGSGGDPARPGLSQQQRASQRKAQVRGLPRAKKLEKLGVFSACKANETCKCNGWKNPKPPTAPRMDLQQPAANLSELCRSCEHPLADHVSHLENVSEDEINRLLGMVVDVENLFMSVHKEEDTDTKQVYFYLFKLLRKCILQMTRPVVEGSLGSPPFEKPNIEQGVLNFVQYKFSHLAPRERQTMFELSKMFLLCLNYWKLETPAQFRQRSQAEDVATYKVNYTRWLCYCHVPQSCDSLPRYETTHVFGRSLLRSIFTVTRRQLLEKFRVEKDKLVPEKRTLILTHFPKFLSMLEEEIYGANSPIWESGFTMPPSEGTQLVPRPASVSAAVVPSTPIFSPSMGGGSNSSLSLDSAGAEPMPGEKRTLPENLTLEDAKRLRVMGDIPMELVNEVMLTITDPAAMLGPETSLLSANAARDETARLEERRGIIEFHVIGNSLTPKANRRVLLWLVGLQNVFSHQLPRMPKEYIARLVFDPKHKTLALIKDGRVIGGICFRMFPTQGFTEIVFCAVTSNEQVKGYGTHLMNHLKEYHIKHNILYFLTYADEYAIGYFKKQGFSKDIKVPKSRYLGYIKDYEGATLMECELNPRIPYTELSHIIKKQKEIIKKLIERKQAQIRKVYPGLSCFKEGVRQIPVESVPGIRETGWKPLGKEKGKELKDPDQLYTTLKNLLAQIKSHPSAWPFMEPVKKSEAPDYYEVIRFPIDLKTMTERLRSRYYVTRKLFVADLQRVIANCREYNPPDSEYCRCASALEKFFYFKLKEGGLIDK
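Enzyme at 20nM final was mixed with library compounds for 15 min at room temperature. Peptide H3(1-25) at 75uM, acetyl-CoA at 70uM and ThioGlo1 at 50uM were then added. Plates were read immediately and after 20 min (Ex340nm/Em540nm).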
* hit, by the source's call; ? = inconclusive; . = no result given; & = joins results of further samples. The call rests on the fitted dose curve; in most records, active means well fitted curve in the direction sought with a large enough effect; inconclusive means small, poorly fitted or top-dose-only effect, or another doubt; inactive means no such curve, though single readings can be large; an effect the other way counts as inactive or inconclusive. Unless noted, on the % scale 0 is the no-effect control and ±100 the full control effect; potency means the concentration at half of the fitted maximal effect.

SMILES	N370S GC mod	FEN1 inh	KAT2A inh
CCOC(=O)N1CCN(C(=O)c2cc(C)c3c(C)nn(-c4ccccc4)c3n2)CC1	5%	11%	-2%
Cc1cccc(OCCn2nnc3ccccc32)c1C	14%	-1%	2%
O=C(NC1CCN(Cc2ccc(Cl)cc2)CC1)c1cn(-c2ccccc2)nc1-c1cccnc1	.	-22%	1%
CC(=O)c1ccc(NC(=O)Cn2nc(C)c([N+](=O)[O-])c2C)cc1	-9%	2%	4%
COc1ccc([C@@H]2[C@@H]3C(=O)N(C(C)(C)C)C(=O)[C@@H]3[C@]3(C)C(=O)N(c4cccc(C)c4)C(=O)N23)cc1	?	-2%	-2%
CCCS(=O)(=O)N1CCCC(C(=O)Oc2ccc(OC)cc2)C1 (stereo not drawn)	2%	7%	1%
O=S(c1ccsc1)c1ccsc1	-1%	6%	3%
CC(C)(C)NC(=O)c1c(F)c(F)c(F)c(F)c1F	4%	-5%	-6%
O=C1NC[C@H](c2ccccc2)OC(=O)[C@@H](Cc2ccc(F)cc2)C/C=C\C[C@H]1CC(=O)N(CCO)Cc1ccccc1	.	5%	-14%
Cc1ccc2c(c1)c1ncnc(N3CCc4ccccc4C3)c1n2C	20%	?	-11%
Cn1cccc1C(=O)N1CCC[C@@]2(CCN(c3ncccn3)C2)C1	3%	.	-6%
Cn1cc(CNC(=O)c2cc(-c3ccc(Br)cc3)nc3ccccc23)cn1	15%	-6%	-6%
O=C(Nc1cc(S(=O)(=O)N2CCOCC2)ccc1O)c1ccco1	11%	1%	-20%
O=S(=O)(NCC(c1ccco1)N1CCN(c2ccccc2F)CC1)c1ccccc1 (stereo not drawn)	-7%	-14%	-10%
O=C(NC(=S)Nc1nc(-c2ccccc2)cs1)c1cncc(Br)c1	5%	-19%	-5%
O=C(Nc1nc(N2C(=O)c3ccccc3C2=O)n(-c2ccccc2)n1)c1ccc(F)cc1	1%	-8%	-5%
CN(C)Cc1ccccc1-c1nc(N(C)Cc2ccco2)c2ccccc2n1	15%	.	-19%
CCN(CC)C(=O)COc1ccc(S(=O)(=O)N2CCOCC2)cc1	-14%	-3%	-9%
CCOc1cc(CNCc2cccnc2)ccc1OCC(=O)NC(C)(C)C	3%	4%	0%
Cc1ccccc1C(=O)Nc1nnc(-c2ccc(C(C)(C)C)cc2)s1	0%	10%	-1%
O=C(COc1ccc2c(c1)CCC2)NCc1ccccc1	-24%	-7%	-4%
Cc1csc(NC(=O)CSc2nc(C)cs2)n1	-16%	4%	-12%
CSCC[C@H](NC(=O)[C@H](CO)NC(=O)[C@H](Cc1ccc(O)cc1)NC(=O)[C@@H](N)CO)C(=O)N[C@@H](CCC(=O)O)C(=O)N[C@@H](Cc1cnc[nH]1)C(=O)N[C@@H](Cc1ccccc1)C(=O)N[C@@H](CCCNC(=N)N)C(=O)N[C@@H](Cc1c[nH]c2ccccc12)C(=O)NCC(=O)N[C@@H](CCCCN)C(=O)N1CCC[C@H]1C(=O)N[C@H](C(=O)NCC(=O)N[C@@H](CCCCN)C(=O)N[C@@H](CCCCN)C(=O)N[C@@H](CCCNC(=N)N)C(=O)N[C@@H](CCCNC(=N)N)C(=O)N1CCC[C@H]1C(=O)N[C@H](C(=O)N[C@@H](CCCCN)C(=O)N[C@H](C(=O)N[C@@H](Cc1ccc(O)cc1)C(=O)N1CCC[C@H]1C(=O)N[C@@H](CC(N)=O)C(=O)NCC(=O)N[C@@H](C)C(=O)N[C@@H](CCC(=O)O)C(=O)N[C@@H](CC(=O)O)C(=O)N[C@@H](CCC(=O)O)C(=O)N[C@@H](CO)C(=O)N[C@@H](C)C(=O)N[C@@H](CCC(=O)O)C(=O)N[C@@H](C)C(=O)N[C@@H](Cc1ccccc1)C(=O)N1CCC[C@H]1C(=O)N[C@@H](CC(C)C)C(=O)N[C@@H](CCC(=O)O)C(=O)N[C@@H](Cc1ccccc1)C(=O)O)C(C)C)C(C)C)C(C)C	1%	.	-10%
CC(C)Sc1ccc(C(=O)Nc2ccc(F)cc2F)cn1	1%	0%	2%
O=C(Cc1noc2ccccc12)Nc1ccc(Cl)cc1	-3%	-8%	1%
O=C(CS(=O)(=O)c1ccccc1)c1cc2cc(F)ccc2oc1=O	-7%	0%	-10%
COc1cccc(NC(=O)Nn2cnnc2)c1	4%	-5%	-17%
CCOC(=O)c1ccc(NC(=O)NS(=O)(=O)c2ccc(C)cc2)cc1	1%	-5%	-5%
COc1ccccc1N1CCN(CCCNC(=O)c2cnn(-c3cccc(Cl)c3)c2C2CCN(C(=O)OC(C)(C)C)CC2)CC1	.	-20%	1%
Cc1ccc(-n2nnc(C(=O)Nc3cc(F)ccc3F)c2C)cc1F	.	2%	-7%
C[C@H](NC(=O)[C@@H]1CSC2c3ccccc3C(=O)N21)C(=O)NCc1c(F)cccc1Cl (stereo partly drawn)	-14%	52%	-3%
Cc1ccc(S(=O)(=O)N2CCC(C(=O)OCC(=O)N3CCC(C)CC3)CC2)cc1C	-3%	10%	-1%
Cc1cc(C)c(NC(=S)N2CCCC2C(=O)O)c(C)c1 (stereo not drawn)	-3%	0%	0%
O=C(NCc1ccccc1F)c1ccc2c(c1)OCCO2	-2%	0%	1%
CCOc1ccc(CN2CCNC(=O)C2CC(=O)NCc2cc(C)n(C)n2)cc1 (stereo not drawn)	-4%	17%	-2%
COc1cc(OC)c(NC(=O)CCCn2c(=O)oc3ccccc32)cc1Cl	6%	4%	-1%
Cc1ccc(S(=O)(=O)/N=C2/C=C(Sc3ncn[nH]3)C(=O)c3ccccc32)cc1	-11%	50µM*	22µM*
COc1ccc(C(=O)NCCCn2ccnc2)cc1	16%	1%	-1%
Cc1nc2sccn2c(=O)c1Br	5%	-2%	0%
CC(Oc1ccc(Cl)cc1Cl)C(=O)Nc1ccncc1 (stereo not drawn)	-12%	4%	2%
CCc1nc(SCc2cccnc2)c2c(=O)n(C)c(=O)n(C)c2n1	7%	-21%	-13%
O=C(NC(=S)Nc1ccc2c(c1)OCCO2)c1cccc(Br)c1	-15%	-2%	-4%
COc1ccc(-c2nnc(Nc3ccc(OC)c(C(N)=O)c3)c3ccccc23)cc1	.	?	0%
COC(=O)c1ccc(COC(=O)CNC(=O)c2ccc(-c3ccccc3)cc2)cc1	5%	-7%	-1%
CCc1ccc(NC(=O)C2C3C=CC(C4CC34)C2C(=O)O)cc1 (stereo not drawn)	5%	-10%	3%
Cc1ccc(O)c(NC(=O)c2cc(C)no2)c1	-28%	17%	-31%
CCOC(=O)C1CCN(C(=O)C(C)c2ccc([N+](=O)[O-])cc2)CC1 (stereo not drawn)	-10%	-10%	-3%
COCC(C)NCc1cc(Br)ccc1OC (stereo not drawn)	-8%	8%	-8%
Cc1cc(NC(=O)CSc2ccc3nnc(CCNC(=O)c4ccccc4)n3n2)no1	4%	2%	-2%
COC(=O)c1c(-c2cccs2)csc1NC(=O)c1cccc(Cl)c1	.	-26%	?
Cc1cc(NC(=O)CCCSc2nc(-c3ccco3)cc(C(F)(F)F)n2)no1	-3%	-5%	-7%
COCC(=O)Nc1ccc(S(=O)(=O)NCCc2ccccc2)cc1	-6%	-5%	0%
Cc1cc(C)n2cc(CSc3nnnn3C)nc2n1	-6%	6%	-4%
O=C(CSc1nnnn1C1CC1)Nc1cccc(S(=O)(=O)N2CCCC2)c1	.	3%	-7%
C/C(CC(=O)NCc1ccccc1)=N\NC(N)=S	-6%	-5%	0%
CCN(CC)c1ccc(CNS(=O)(=O)c2cc3c(cc2C)NC(=O)CO3)cc1	.	16%	-14%
Cc1cccc(/C=C/c2onc(C)c2S(=O)(=O)N2CCC(C(=O)N3CCC(C)CC3)CC2)c1	-11%	-21%&-1%	-8%&-5%
CCOC(=O)c1cc(NC(=O)Nc2ccc(OC)c(OC)c2)c(C)nc1C	-4%	-20%	-9%
Cc1ccccc1Nc1nc(-c2cccc(Cl)c2)c2c(n1)-c1ccccc1OC2	.	13%	-4%
Oc1ccc(C(=S)N2CCN(c3cccc(Cl)c3)CC2)cc1	-7%	-22%	-10%

Going on with the list.
SMILES	N370S GC mod	FEN1 inh	KAT2A inh
CCN1CCN(c2nc(Nc3ccccc3F)nc(N)c2[N+](=O)[O-])CC1	-10%	9%	-12%
C/C(=N\N1CCN(c2ccc(Cl)cc2)CC1)c1cccc([N+](=O)[O-])c1	-8%	16%	-19%
CCOC(=O)c1nncc(-c2ccccc2)n1	.	6%	-10%
CCOc1cc(N2CCOCC2)c(OCC)cc1NC(=O)Cn1cnc2c(=O)n(C)c(=O)n(C)c21	3%	5%	-9%
CCOc1ccc(N(CC(=O)Nc2c(C)n(C)n(-c3ccccc3)c2=O)S(=O)(=O)c2ccc(F)cc2)cc1	-15%	?	4%
Cn1c(Nc2ccccc2)cc(=O)n(C)c1=O	-10%	-15%	2%
NC(=O)c1ccc(NC(=O)CCNC(=O)c2ccco2)cc1	9%	16%	-8%
O=c1c2ccccc2nc2n1C(CSc1ccc(Cl)cc1)CN2 (stereo not drawn)	-22%	3%	-7%
C/C(=N/NC(=O)CN1CCN(Cc2ccccc2Cl)CC1)c1cccs1	?	20%	-3%
CCc1cc2c(cc3c(=O)n(CCCC(=O)NCc4cccc(Br)c4)ncn32)s1	.	22%	-4%
CC(=O)Nc1ccc(C(=O)N(C)C(C(=O)Nc2ccc(C)cc2)c2ccccn2)cc1 (stereo not drawn)	0%	4%	3%
CC(=O)C(c1ccccc1)C(c1ccccc1)C(C)[N+](=O)[O-] (stereo not drawn)	-2%	5%	-1%
Cc1noc(C)c1COc1ccc(C(=O)OCC(=O)Nc2ccc(C(=O)N(C)C)cc2)cc1	9%	4%	-6%
CCN1CCN(C(=O)c2ccc(OCC(=O)Nc3ccc(F)cc3)c(OC)c2)CC1	4%	10%	1%
CCc1ccc(N(C(=O)c2csnn2)C(C(=O)NC(C)(C)C)c2ccccn2)cc1 (stereo not drawn)	-22%	-2%	0%
Cc1oc(-c2cccc(Cl)c2)nc1CN1CCC(C(=O)NCc2ccc(F)cc2)CC1	.	-5%	3%
COc1ccc(NC(=O)Nc2ccc3nccnc3c2)cc1	-3%	-28%	-2%
COC(=O)c1ccc(C(C(=O)NC2CCCCC2)N(CCc2ccccc2)C(=O)Cc2cccs2)cc1 (stereo not drawn)	4%	2%	0%
O=[N+]([O-])c1ccc(O)c(C=Nc2ccc3nc(-c4ccccc4)[nH]c3c2)c1	-17%	-21%	12%
CC(C)[C@H](NC(=O)c1ccccc1)C(=O)OCC(=O)c1ccc(S(=O)(=O)N2CCCCC2)cc1	0%	-14%	-6%
Cc1ccc(S(=O)(=O)c2ccc(Oc3cccc(C)c3)cc2)cc1	-1%	-22%	?
O=C(CCC1CCCCC1)NCc1ccc(F)cc1	-15%	-1%	1%
Cc1ccc(NS(=O)(=O)c2cccc(C(=O)n3ncc(C#N)c3N)c2)c(C)c1	1%	7%	-2%
C=CCOc1ccc(CNc2ccc3[nH]c(=O)[nH]c3c2)cc1	6%	-6%	0%
COc1ccc(OCCOc2ccc(S(=O)(=O)N3CCCC3)cc2[N+](=O)[O-])cc1	.	-3%	-10%
CCOc1ccc(C(C(=O)NC(C)(C)C)N(CCOC)C(=O)CCC(=O)Nc2nccs2)cc1 (stereo not drawn)	-4%	10%	-3%
Cc1ccc(-c2cc(-c3ccccc3)no2)c(O)c1	11%	-8%	-8%
O=C(C1CCN(S(=O)(=O)Cc2ccccc2)CC1)N1CCN(c2ccccc2)CC1	.	-3%	-4%
CC(=O)c1cccc(NC(=O)Nc2sc3nc4n(c(=O)c3c2C)CCC(C)CC4)c1 (stereo not drawn)	.	-16%	0%

High-throughput results: PubChem, National Center for Advancing Translational Sciences (NCATS)
